# Source: PubChem BioAssay
# FAK blocker = FAK kinase inhibitors, primary screen, biochemical | biochemical FAK kinase activity assay | AID 727, 2007 | hit rate 0.84% among 97,000 | inhibition, %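 (tested at 7 µM)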 | Focal adhesion kinase 1 (Homo sapiens), Q05397; in the data active = inhibition above about 19%;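 note: 0% = DMSO and 100% = reference compound high control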
# PTK2B oligo ant = antagonists of Pyk2 self-association, primary screen, Q293 cells, FERM NanoBiT luminescence, HTS. hit rate 0.83% among 99,000. active compounds read low. z-score (the deposit names both 25 µM and 10 µM). AID 1347419, 2020;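 active = Z-score of -3 or lower, scaled per plate to the spread of control and sample wells; inactive = z-score above -3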;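 note: negative z-score means lost luminescence so less FERM oligomerization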
# cytoskel mod = modifiers of F-actin cytoskeleton organization, primary screen, imaging, HUVEC, phalloidin staining, high-content imaging; AID 836, 2007; inhibition, % at 2 µM; hit rate 0.18% among 91,000; HUVEC TNFa F-actin phalloidin imaging;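 active = inhibition above the batch mean plus 3 SD and confirmed as a hit by visual image inspection, cut at about 30% in these data, passing the limit was not always enough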; note: strong numbers were not always called active
# ERa coact inh = ERα–SRC-1 coactivator interaction inhibitors, primary screen, biochemical, TR-FRET, ERα LBD, estradiol-bound; Estrogen receptor (Homo sapiens), P03372; TR-FRET ER-alpha LBD / SRC-1 peptide; inhibition, % at 25.6 µM; hit rate 1.7% among 86,000; AID 629, 2007; in the data active = inhibition above about 50%;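 note: 0% = receptor plus peptide control and 100% = peptide only without receptor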
# VCAM1 TNFa inh = inhibitors of TNFa-induced VCAM1 expression, primary screen, imaging, HUVEC, TNFa stimulus, immunofluorescence; inhibition, % at 2 µM; hit rate 0.48% among 95,000; HUVEC TNFa-induced VCAM-1 immunofluorescence, high-content imaging; AID 802, 2007;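 active = inhibition above the batch mean plus 3 SD, with images confirmed as a hit by eye, cut at about 37% in these data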;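 note: 0% = TNF-stimulated DMSO wells and 100% = unstimulated control wells; not every result past the cut was called active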
# LYP act = LYP phosphatase activators, primary screen, biochemical, DiFMUP fluorescence, 2 µM; Tyrosine-protein phosphatase non-receptor type 22 (Homo sapiens), Q9Y2R2; recombinant LYP; 0 = plate median, 100 = signal doubled; activation, % at 2 µM; hit rate 0.11% among 96,000;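 active = activation at 2 µM above a set limit, the mean plus 5 SD, cut at about 37% in these data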
# Target sequence (Q9Y2R2 whole entry, looked up): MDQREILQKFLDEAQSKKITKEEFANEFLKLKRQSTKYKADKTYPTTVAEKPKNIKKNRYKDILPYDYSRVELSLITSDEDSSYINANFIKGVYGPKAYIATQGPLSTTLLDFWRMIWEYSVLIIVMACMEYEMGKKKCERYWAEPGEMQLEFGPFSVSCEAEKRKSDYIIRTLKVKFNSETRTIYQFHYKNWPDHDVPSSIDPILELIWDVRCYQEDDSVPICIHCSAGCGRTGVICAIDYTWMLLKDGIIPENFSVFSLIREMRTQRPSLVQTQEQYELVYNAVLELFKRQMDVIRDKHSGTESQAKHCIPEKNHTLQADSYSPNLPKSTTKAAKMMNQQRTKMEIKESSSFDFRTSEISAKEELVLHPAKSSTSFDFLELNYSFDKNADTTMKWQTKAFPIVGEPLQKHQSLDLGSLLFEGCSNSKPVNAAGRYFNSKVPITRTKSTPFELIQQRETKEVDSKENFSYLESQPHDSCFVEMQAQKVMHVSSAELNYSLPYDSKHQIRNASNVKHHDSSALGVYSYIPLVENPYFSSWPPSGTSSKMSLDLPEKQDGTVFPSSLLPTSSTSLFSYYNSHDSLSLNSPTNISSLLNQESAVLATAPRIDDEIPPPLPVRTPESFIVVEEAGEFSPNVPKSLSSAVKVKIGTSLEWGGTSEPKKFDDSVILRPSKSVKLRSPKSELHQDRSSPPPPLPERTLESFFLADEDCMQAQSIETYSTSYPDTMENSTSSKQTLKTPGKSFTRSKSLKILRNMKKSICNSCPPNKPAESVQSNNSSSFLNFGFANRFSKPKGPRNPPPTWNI
# IL1B cytotox = cytotoxicity in IL-1B stimulated HUVEC, primary screen, cytotoxicity control for IL-1B NFkB translocation project, imaging, Hoechst nuclear count, IL-1B stimulus. HUVEC cell count loss. hit rate 0.41% among 94,000. cell count reduction, % at 2 µM. AID 845, 2007;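 active = cell count reduction more than 3 SD above the screen-wide mean, cut at about 70% in these data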;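 note: normalized per plate to untreated control cells as the no-loss baseline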
# PTPN22 inh 2 = PTPN22 phosphatase inhibitors, primary screen, biochemical, DiFMUP fluorescence, 2 µM; recombinant LYP catalytic domain; Tyrosine-protein phosphatase non-receptor type 22 (Homo sapiens), Q9Y2R2; hit rate 0.21% among 96,000; inhibition, % at 2 µM;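 active = inhibition at 2 µM at or above a set limit, the screen mean plus 3 SD, cut at about 24% in these data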;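 note: 0% = DMSO with enzyme and 100% = enzyme fully blocked by orthovanadate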
# TNFa cytotox = cytotoxicity in TNFa-stimulated HUVEC, primary screen, cytotoxicity control for VCAM1 expression modulator project, imaging, Hoechst nuclei count; hit rate 0.17% among 93,000; cell count reduction, % at 2 µM; HUVEC TNFalpha-stimulated, Hoechst cell count;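 active = cell count reduction exceeding the screen mean by over 5 SD, scaled to untreated wells per plate, cut at about 78% in these data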;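 note: cells counted after 24 h of TNF alpha exposure following the 1 h pretreatment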
# * hit, by the source's call; x = no result given; [ ] = dose if it differs, or a comment. Not a hit list; 3.8% or so of the library scored in one or more.
nr	Molecule	VCAM1 TNFa inh	IL1B cytotox	FAK blocker	TNFa cytotox	ERa coact inh	cytoskel mod	LYP act	PTK2B oligo ant	PTPN22 inh 2
1	Cn1c(=O)c2c(nc(CN3CCN(C(=O)c4ccco4)CC3)n2Cc2cccc(Cl)c2)n(C)c1=O	2	x	-1	-3	-8[fluorescence artefact?]	4	-7	0.61	4
2	Cn1c(=O)oc2cc(S(=O)(=O)N3CCCC(C(=O)Nc4nccs4)C3)ccc21 (configuration not stated)	19	12	0	-18	x	5	1	x	-4
3	CCCCn1c(=O)[nH]c(=O)c2c1nc(COc1ccc(C#N)cc1)n2CCC	6	-12	-4	4	3	1	2	0.11	-5
4	O=C(COC(=O)c1ccccn1)Nc1nccs1	-24	-15	-1	10	12	-4	4	-0.26	-4
5	CCn1c(=O)cc(N2CCCCC2)[nH]c1=O	-12	-1	-6	-34	-4	8	0	-0.02	-2
6	Cc1ccccc1-c1nc(CS(=O)(=O)CC(=O)N2CCc3ccccc3C2)c(C)o1	-4	-2	9	44	x	-5	-1	x	-2
7	CCOC(=O)c1cc2c(ccn2C)n1CC(=O)N1CCN(c2ccccc2OC)CC1	1	-29	1	-5	-26[fluorescence artefact?]	33	-9	x	7
8	c1ccc(CN(Cc2cccs2)C(c2cccs2)c2nnnn2C2CCCC2)cc1 (configuration not stated)	-5	-2	0	3	5	-2	4	-0.07	-1
9	OCCN1CCOCCN(CCO)CCOCC1	14	12	0	-2	5	8	7	-1.4	-8
10	CCC(c1nnnn1C1CCCC1)N(Cc1cccs1)Cc1cc2cc(C)ccc2[nH]c1=O (configuration not stated)	-6	13	4	7	-2	35	-13	0.07	10
11	CC(C)NC(C(=O)Nc1cc(Cl)cc(Cl)c1)c1ccccc1 (configuration not stated)	5	10	2	-15	x	0	-9	-0.16	8
12	CCCCc1sc(-c2c(C#N)c(N)nc3c2CCCCC3)cc1[N+](=O)[O-]	19	x	-2	-16	x	-45	-5	-2.2	10
13	Cc1nnc(SCC(=O)Nc2ccc3c(c2)COC3=O)n1-c1ccccc1	12	22	1	-11	x	-7	-5	x	2
14	CCOC(=O)N1CCC(NC(=O)c2cc3cc4cc(OC)ccc4nc3o2)CC1	-17	8	-1	-19	0	23	-2	-1.5	-1
15	COc1ccccc1Oc1cc(C#N)c(C#N)cc1-n1nnc2ccccc21	8	-46	2	-3	x	-36	1	-2.8	-1
16	CCC(=O)N1CCc2cc(S(=O)(=O)NCCC(=O)N3CC=C(c4ccccc4)CC3)ccc21	9	12	-4	-16	3	15	2	0.18	-4
17	CC(=O)NCC(=O)N(Cc1ccco1)C1(C(=O)NC2CCCCC2)CCCCC1	24	-73	0	-48	-10[fluorescence artefact?]	0	3	0.42	-2
18	CCc1cccc(CC)c1NC(=O)c1cccc(NC(=O)c2ccccc2)c1	13	12	0	8	6	-2	-3	-0.56	6
19	O=S(=O)(c1ccc2c(c1)OCCO2)N1CCC(c2nc3ccc(Cl)cc3[nH]2)CC1	12	-23	3	-19	10	-10	-4	-3.4*	1
20	Cc1ccnc2nc(C(=O)OCCOc3ccccc3)nn12	1	-23	0	-10	-5	7	4	0.08	-4
21	Cn1cnnc1SCc1ccccc1Br	17	-22	-4	2	-2	5	-7	0.34	8
22	O=C(CSc1nnc(-c2ccccc2)n1Cc1ccccc1)N1CCCC1	-5	6	-2	1	3	-5	-8	-1.2	6
23	CCn1c(=S)[nH]c2ccccc21	-1	4	0	2	-4	-6	-2	1.7	3
24	N#Cc1ccc(C23CC4CC(CC(C4)C2)C3)[nH]c1=O	3	-68	-6	-24	11	34	-5	0.67	3
25	O=C(CSc1nc(O)cc(=O)n1-c1ccccc1)N1CCCCC1	-19	-2	-3	7	-7	-8	-4	3	4
26	C=CCOc1c2ccc(C(=O)NCc3ccc(OC)cc3)cc2nn1C	-10	3	1	-25	x	-16	-4	x	8
27	CC1=N/C(=C\c2ccc([N+](=O)[O-])cc2)C(=O)N1c1ccc(Br)c(C)c1	-22	-26	6	-14	x	-1	-6	-1.6	11
28	N#Cc1nc(-c2ccc(Cl)cc2)oc1NCCc1ccccn1	x	-9	0	x	-22	x	-6	-0.1	5
29	Cc1ccc(C(=O)N/C(=C\c2cccs2)C(=O)NCc2ccncc2)cc1	-7	-2	-4	7	x	-5	9	0.03	-5
30	Cn1nnc(NC(=O)c2cccc(OCc3ccccc3)c2)n1	12	-39	1	1	12	5	1	0.15	-4
31	COc1ccccc1N1CCN(Cc2cc(=O)n3ccsc3n2)CC1	3	-25	-8	-10	17	10	-5	0.24	8
32	CCOC(=O)Cc1csc(NC(=O)c2ccc(C)o2)n1	6	11	-1	12	-6[fluorescence artefact?]	-15	5	1.8	-9
33	CCOC(=O)c1ccc(NC(=O)CCc2c(C)nc3ncnn3c2C)cc1	-6	-17	1	0	-4	-1	-7	1.9	4
34	CCNC(=S)NNC(=O)c1cc(-c2ccccc2C)nc2ccccc12	2	18	4	-10	x	37	-4	0.08	7
35	COC(=O)COc1ccc(S(=O)(=O)N2CCN(c3ccccc3F)CC2)cc1C	20	13	1	-9	8	18	6	0.57	-4
36	CCOC(CNC(=O)c1ccc2nc(N3CCC(C)CC3)sc2c1)OCC	17	-6	-2	-6	7	-16	3	1.8	-2
37	COCC(=O)Nc1nnc(COc2ccc(Cl)cc2)s1	12	-26	-2	-46	37	14	9	-0.16	-10
38	CCN1CCN(c2nc3ccccc3nc2C(C#N)C(=O)OCc2ccccc2)CC1 (configuration not stated)	-38	-14	-1	-39	12	16	1	-0.9	-1
39	CCC1CCCCN1C(=O)Cn1c(C(=O)OC)cc2sc(Cl)cc21 (configuration not stated)	-8	-7	-1	-16	-18	0	-1	-1.5	1
40	Cc1ccc(C(=O)COC(=O)CNC(=O)c2cccs2)cc1	11	1	-1	-10	22	3	-8	0.12	11
41	COc1ccc2c(c1)OC(O)(C(F)(F)C(F)F)CC2=O (configuration not stated)	-3	-57	-7	-25	6	-14	-5	-0.7	3
42	COc1ccc(OCC(=O)Nc2ccccc2OC(F)F)cc1	2	-38	6	-6	-10	-2	-5	-1.3	2
43	CCN(CC)c1ccc(C2CC(=O)NC3=C2C(=O)CC(C)(C)C3)cc1 (configuration not stated)	x	x	-9	x	5	x	5	-0.02	-5
44	Cc1cc2ncn(S(=O)(=O)N(C)C)c2cc1C	18	2	19*	-15	3	17	-8	0.91	11
45	O=C(/C=C/Nc1ccc(F)cc1)c1ccc(Oc2ncccn2)cc1	-2	-11	-8	-19	x	28	-3	-0.2	7
46	O=C(NCC1CCCO1)C(c1cccs1)N(C(=O)Cn1nnc(-c2cccs2)n1)C1CCCC1 (configuration not stated)	9	2	-3	-21	1	3	0	-0.05	0
47	Cc1c(CN(C)C)c2c(n1Cc1ccccc1)C(=O)c1ccccc1-2	-9	7	-1	-9	-4[fluorescence artefact?]	1	2	-1.3	-2
48	CCCCN1C(=O)NC(NC(C)=O)(C(F)(F)F)C1=O (configuration not stated)	-17	-7	0	7	-5	-14	-8	0.32	12
49	Cc1ccc(CCNC(=O)C2CCCN(C(=O)N(C)C)C2)cc1 (configuration not stated)	-11	10	-1	16	6	9	-1	0.6	0
50	COc1cccc(/C=N/Nc2nn3cnnc3c3ccccc23)c1O	10	18	13	-11	x	-18	-7	-1.1	10
51	Cc1cc(NS(=O)(=O)c2ccc(NC(=O)c3ccoc3C)cc2)nc(C)n1	-6	2	2	-12	-6	23	7	0.06	-8
52	COc1cccc(NC(=O)NC2CCN(Cc3nnnn3Cc3ccc(F)cc3)CC2)c1	8	-12	-2	-18	-4	21	-2	-0.47	0
53	Cc1noc(C)c1CSc1nnc(-c2cc(Cl)ccc2Cl)n1N	-7	10	2	-6	6	1	3	0.36	-5
54	Cc1nc2nc(C)c(CCC(=O)Nc3ccc4c(c3)OCO4)c(C)n2n1	1	-3	-6	-18	7	2	-3	-0.43	1
55	COc1ccc(C(=O)n2nc(C)cc2Nc2ccccc2)cc1	10	2	0	-8	6	x	0	-0.88	0
56	Cn1cnc2c1c(=O)n(Cc1ccc(F)cc1Cl)c(=O)n2C	-2	-9	3	-20	2	6	-4	0.66	0
57	FC(F)(F)c1cc(C(F)(F)F)n2nc(-c3sccc3-n3cccc3)cc2n1	10	-2	-1	-8	x	23	12	0.05	-8
58	CC(C)COC(=O)Cn1cnc2ccc(Br)cc2c1=O	-3	-24	-4	-12	15	-8	-2	1	1
59	Cc1nnc(SCC(=O)NC2CC2)n1CCc1ccccc1	1	0	-5	-27	-4	-12	1	0.24	-3
60	c1ccc(-c2nnc3n2CCCC3)cc1	10	-21	-2	3	x	-6	-4	-0.23	7

# (more compounds)
nr	Molecule	VCAM1 TNFa inh	IL1B cytotox	FAK blocker	TNFa cytotox	ERa coact inh	cytoskel mod	LYP act	PTK2B oligo ant	PTPN22 inh 2
61	CCN(CC)S(=O)(=O)c1ccc(-c2nnc(SCC(=O)Nc3nc(C)cs3)o2)cc1	1	-3	3	1	3	-1	-4	-0.37	1
62	CCOCC(O)CS(=O)(=O)c1ccccn1 (configuration not stated)	4	-9	3	-16	5[fluorescence artefact?]	18	-4	0.83	1
63	O=C1c2ccccc2CC1Sc1nnc(-c2ccccn2)o1 (configuration not stated)	-19	8	8	22	12	0	-3	0.74	4
64	CCOC(=O)C(C)n1cnc2c(nnn2-c2cccc(Cl)c2)c1=O (configuration not stated)	0	3	1	-27	6[fluorescence artefact?]	6	6	x	-7
65	O=C(NNC(=S)Nc1ccccc1)c1cccc(Br)c1	10	-1	1	-17	x	24	4	-0.92	-6
66	O=c1[nH]c(=O)n(Cc2ccco2)c2c1C(C(F)(F)F)(C(F)(F)F)N=C(CCc1ccccc1)N2	6	-11	8	26	60*[fluorescence artefact?]	14	-3	-4*	7
67	NNc1nc(Nc2ccccc2)nc(N2CCCCC2)n1	-19	-6	1	-20	-5	19	1	-0.37	2
68	Cc1ccc(C)c(-n2c(-c3csc(C)c3)n[nH]c2=S)c1	-31	4	1	1	x	-5	14	-0.73	-19
69	Cc1ccc2[nH]cc(C(=O)CN3CCC4(CC3)OCCO4)c2c1	17	0	0	21	x	-5	0	-0.19	-2
70	CN(C)C(=O)CSc1nnc(Cc2ccccc2)n1Cc1ccco1	-5	20	-3	-36	6	9	-7	0.04	6
71	Cc1ccccc1Cn1nc(C)c(NC(=O)c2cc3nc(-c4ccco4)cc(C(F)(F)F)n3n2)c1C	3	-6	-2	-26	5	14	-7	-1.3	6
72	Cc1ccc(S(=O)(=O)n2nc(-c3ccco3)nc2SCc2ccccc2)cc1	-2	-43	8	-8	x	12	-3	0	5
73	C=CCNc1oc(-c2ccc(OCC)cc2)nc1C#N	-3	-23	7	-4	-11[fluorescence artefact?]	2	-15	-0.85	12
74	CCCN(CCC)C(=O)c1cc(-c2ccc3c(c2)OCO3)nc2ccccc12	0	0	0	2	-13[fluorescence artefact?]	2	-1	-2.7	1
75	O=C(Oc1ccc2ccccc2c1Cl)N1CCCC1	4	1	-1	6	-1	-5	2	0.06	-4
76	O=C(COc1cccc2ccccc12)NNC(=O)[C@@H]1CCCC[C@@H]1C(=O)O	-8	9	-2	-27	x	-6	-2	0.34	0
